# miR122 inh: inhibitors of miR-122 in Huh7 cells; AID 602342; activation (reporter increase), % at 12.5 µM; Huh7 miR-122 Renilla luciferase sensor, 48 h; neutral wells = 0, positive control = 100; 340,000 compounds, 0.3% hits;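 active = mean replicate activation score at least 90 and every replicate individually at or above 90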;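 also: higher luciferase means less miR-122 activity so hits act as miR-122 inhibitors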
# ARNT TACC3 PPI: disrupts binding between human ARNT and TACC3; Q9Y6A5; 390,000 compounds, 0.66% hits; AlphaScreen His-ARNT PAS-B/GST-TACC3 binding, luminescence; TACC3 fragment carries E629A point mutation; inhibition, % at 9.99 µM;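 active = mean inhibition of replicates at least 50% and at least half of replicates each reaching 50%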;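 also: 0% = complete ARNT plus TACC3 wells and 100% = ARNT alone without TACC3; many hits fall short of the cut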
# SIRT5 block: sirtuin-5 (human) deacylase inhibition; Q9NXA8; Purified SirT5, succinyl-peptide AMC, trypsin-coupled fluorescence; inhibition, % at 15 µM; 330,000 compounds, 1.1% hits; in the data active = inhibition above about 15%
# Target sequence (Q9NXA8 whole entry, looked up): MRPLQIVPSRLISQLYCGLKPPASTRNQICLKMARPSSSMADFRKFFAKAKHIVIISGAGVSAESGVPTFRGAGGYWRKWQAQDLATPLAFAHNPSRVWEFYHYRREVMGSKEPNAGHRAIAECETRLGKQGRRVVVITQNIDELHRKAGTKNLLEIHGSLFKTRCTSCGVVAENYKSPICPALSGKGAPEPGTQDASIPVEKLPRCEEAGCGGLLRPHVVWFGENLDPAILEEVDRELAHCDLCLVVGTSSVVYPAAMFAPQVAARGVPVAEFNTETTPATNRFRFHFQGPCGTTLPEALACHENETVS
# ERp5 inh: ERp5 (human) disulfide isomerase inhibition. Q15084. 350,000 compounds, 0.05% hits. ERp5 insulin aggregation, absorbance 650 nm, 90 min. AID 651711. inhibition, % at 9.99 µM;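 active = mean replicate inhibition above about 25%, with every replicate also reaching it, limit read from the data, passing the limit was not always enough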
# Target sequence (Q15084 whole entry, looked up): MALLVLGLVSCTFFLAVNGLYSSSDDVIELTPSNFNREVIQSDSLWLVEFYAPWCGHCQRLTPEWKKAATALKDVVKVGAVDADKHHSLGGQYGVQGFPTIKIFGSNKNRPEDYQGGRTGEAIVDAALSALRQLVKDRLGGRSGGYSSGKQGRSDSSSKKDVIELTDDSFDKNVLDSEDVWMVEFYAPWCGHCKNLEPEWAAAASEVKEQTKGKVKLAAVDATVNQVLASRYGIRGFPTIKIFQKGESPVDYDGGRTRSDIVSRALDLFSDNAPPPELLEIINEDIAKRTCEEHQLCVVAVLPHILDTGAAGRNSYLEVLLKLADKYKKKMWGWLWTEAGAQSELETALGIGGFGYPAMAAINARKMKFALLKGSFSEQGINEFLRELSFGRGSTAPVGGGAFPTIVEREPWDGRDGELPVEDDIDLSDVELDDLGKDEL
# Cneo AK release: causes C. neoformans cell lysis; adenylate kinase release luminescence, 4 h; normalised: neutral wells 0, clomiphene wells 100; lysis activity, % at 15 µM; 360,000 compounds, 0.2% hits;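 active = mean lysis activity across replicates of at least 80%, whatever share of replicates individually reach that level; inactive = mean lysis activity below 80%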
#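 read-out = cell lysis signal | test system = log-phase Cryptococcus neoformans yeast cells | input = cells at 5 × 10^6 per mL | medium = fresh YPD growth medium | signal = luminescent adenylate kinase detection reagent | timing = 4 h at 37 °C static, read 1 h later | dosing = single dose | controls = Clomiphene as positive lysis control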
# esBAF inh: blocks esBAF chromatin remodeling in mouse ES cells. Bmi1-luciferase knock-in reporter, 24 h; 100% = twice the neutral-well signal. reporter increase, % at 12.5 µM. 350,000 compounds, 2% hits. AID 602393; in the data active = activation above about 40%;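 also: 0% = median of the plate's neutral control wells and 100% = double that signal; a rise in the Bmi1 reporter signal indicates esBAF inhibition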
# Statin myotox sup: suppression of simvastatin myotoxicity. C2C12 myotubes + simvastatin, ATP luminescence, 48 h; scaled: DMSO 0, geranylgeraniol control 100. rescue of ATP level, % at 7.49 µM. 330,000 compounds, 0.78% hits. AID 602340;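 active = mean ATP rescue above about 67%, or every replicate alone reaching that limit, limit read from the data, passing the limit was not always enough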;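 also: myotubes were challenged with 10 µM simvastatin during compound exposure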
# Numbers without * were called inactive; x = not tested or not shown; & = joins results of further samples; [ ] = another dose, or the depositor's remark.
molecule | miR122 inh | ARNT TACC3 PPI | SIRT5 block | ERp5 inh | Cneo AK release | esBAF inh | Statin myotox sup
CC(C)CC(=O)Nc1ccccc1-c1nnn(CC(=O)N2CCOCC2)n1 | 0 | 0 | x | -1 | 0 | 5 | -9
COC(=O)c1cc(OC)c(OC)cc1NC(=O)CCC1CCCC1 | 2 | -4 | x | x | 10 | 6 | -4
CCN(C(=O)CSc1nnc(-c2cccc(Cl)c2)n1N)c1c(N)n(Cc2ccccc2)c(=O)[nH]c1=O | x | 10 | -1 | 5 | 0 | -1 | 16
Cc1cccc(CN2CCN(c3nc4nonc4nc3NC3CC3)CC2)c1 | 0 | 3 | 2 | 4 | 0 | 0 | 7
CC1(C(=O)Nc2ccc(Cl)c(C(F)(F)F)c2)Cc2c(-c3ccc(C(N)=O)cc3)ccnc2O1 (stereo not drawn) | -1 | x | 0 | 5 | 5 | -4 | -19
C[C@H](CO)N1C[C@H](C)[C@@H](CN(C)C(=O)CCC(F)(F)F)OCCCC[C@H](C)Oc2ccc(NC(=O)Nc3ccccc3)cc2C1=O | -9[16.7 µM] | -2 | -3 | 0 | -1 | -2 | x
CC(c1nc2ccccc2o1)N1C(=O)c2ccccc2C1=O (stereo not drawn) | -5 | -2 | x | x | 0 | -2 | -4
COC(=O)N(C)c1ccccc1C(=O)N1CCOCC1 | -9 | -14 | x | x | 1 | -4 | 3
COCC(=O)Nc1ccc2c(c1)C(=O)N(C)[C@@H]1CC[C@H](CC(=O)NCc3ccccc3)O[C@@H]1CO2 | 1[16.7 µM] | -2 | -15 | 1 | -1 | -2 | -7
Cc1cc(OC2CCCCC2)nc(-c2ccccc2O)n1 | 1 | -2 | x | x | 0 | 2 | -7
CCc1nnc(NC(=O)CSc2nnc(Cc3cc(=O)[nH]c(=O)[nH]3)n2-c2ccc(OC)cc2)s1 | 2 | -13 | -5 | 2 | 5 | -6 | 1
O=C(Nc1ccnn1C1CCN(Cc2ccc(CO)o2)CC1)c1cccc(F)c1 | -2 | x | x | 3 | 2 | 2 | -3
O=C(COC(=O)c1cccc(S(=O)(=O)N2CCN(c3ccc(F)cc3)CC2)c1)NCC1CCCO1 (stereo not drawn) | -7 | -1 | -2 | 6 | 4 | -1 | 5
Cn1c(C(=O)N2CCC(C(=O)N3CCOCC3)CC2)cc2sccc21 | -4 | -3 | 4 | -9 | 6 | -6 | -8
S=c1nc(NCc2cccc(Cl)c2)c2ccccc2[nH]1 | 59 | 4 | -1 | 3 | 1 | 2 | -11
CC(=O)N1CCN(C(=O)c2ccc(OC3CCN(Cc4ccccn4)CC3)cc2)CC1 | 0 | 3 | -1 | 11 | -1 | -4 | 5
CCCNC(=O)c1cc(S(=O)(=O)N2CCCCC2)c[nH]1 | 9 | 4 | x | x | -1 | 10 | x
Cc1cccc(C)c1NC(=O)c1cnccn1 | -2 | -14 | -2 | 3 | 0 | -2 | -3
CC(=O)Nc1ccc(CN(C)CC2CCCN(CCc3cccc(C(F)(F)F)c3)C2)cc1 (stereo not drawn) | -1 | 38 | -2 | 2 | 4 | -4 | -9
CCn1c(=O)cc(SCC(=O)NCc2cccnc2)c2ccccc21 | -3 | 2 | x | x | -3 | x | x
O=C(Nc1cc(S(=O)(=O)N2CCOCC2)ccc1Cl)c1ccncc1 | 6 | -2 | 2 | -6 | 1 | -4 | 3
N#Cc1cc([N+](=O)[O-])ccc1N1CCN(c2ccccc2O)CC1 | x | 2 | -1 | 1 | -3 | x | x
O=C(NNC(=O)c1ccccc1F)c1ccc(S(=O)(=O)N2CCCCC2)cc1 | x | -8 | -1 | -2 | -5 | -2 | -5
COc1ccc(C#Cc2cnc3c(c2)C(=O)N([C@H](C)CO)C[C@H](C)[C@H](CN(C)C(=O)CN(C)C)O3)cc1 | -3[16.7 µM] | -2 | -3 | -4 | -2 | 4 | 1
CC(=O)c1ccc(S(=O)(=O)N2CCN(C(=O)CSc3ccc(C)c(C)c3)CC2)cc1 | x | 0 | -3 | 2 | 10 | 8 | 0
Nc1nc(SCc2nc(-c3ccccc3)no2)[nH]c(=O)c1-c1ccccc1 | 2 | x | -1 | -2 | -1 | -5 | -2
C[C@@H]1CN([C@H](C)CO)C(=O)c2c(c3ccccc3n2C)-c2ccccc2CO[C@H]1CN(C)Cc1ccccc1 | -8 | x | -2 | 4 | -1 | -7 | 13
CCCN1[C@@H]2c3ccc(/C=C/c4ccccc4)c(=O)n3C[C@@H]2[C@@H](CO)[C@@H]1C(=O)N(C)C | x | 5 | -6 | 0 | 54 | 4 | -3
O=C(NCCCN1CCOCC1)c1cc(-c2ccc(Cl)cc2)on1 | -4 | -1 | -1 | 2 | -1 | -24 | 27
CCc1ccccc1NC(=O)C1COc2ccccc2O1 (stereo not drawn) | 0 | -8 | 1 | -1 | 0 | -4 | 8
CC(=O)c1c(O)cc(=O)n(-c2ccccc2)c1-c1ccc(C)cc1 | -2 | 13 | x | x | 5 | 3 | 9
CNC(=O)COC(=O)c1cc(-c2ccccc2)nn1-c1ccccc1 | -1 | -1 | -3 | 3 | 0 | -1 | 4
S=c1nc(Cc2ccccc2)[nH]c2ccccc12 | x | x | -1 | 4 | 1 | 15 | 14
CCCN1C[C@@H](C)[C@@H](OC)CN(C)C(=O)c2cc(NS(=O)(=O)c3cn(C)cn3)ccc2OC[C@@H]1C | x | -4 | -1 | 0 | 9 | 5 | -9
CCOC(=O)c1cccc(NC(=O)CSc2nnc(C3CCCCC3)n2C)c1 | -1 | -1 | x | x | 0 | x | x
COC(=O)c1cccc(NC(=O)/C=C/c2ccc([N+](=O)[O-])cc2)c1 | x | -3 | 2 | 1 | x | x | x
COc1ccc(C(=O)Nc2nnc([C@@H]3C[C@H](O)[C@@H](CO)O3)s2)cc1 | 2 | x | -5 | -1 | 4 | 2 | -1
O=C1CC[C@@H]2CC(N3CCN(c4ccccc4)CC3)C[C@@H]3CCN1[C@H]23 (stereo partly drawn) | 0 | -8 | 1 | 1 | -1 | -8 | -1
O=C(c1ccccc1)C(Cn1cncn1)C(Sc1ccccc1)c1ccccc1 (stereo not drawn) | 4 | -1 | x | x | 4 | x | x
COc1ccccc1N1CCN(Cc2ccc(-c3ccccc3[N+](=O)[O-])o2)CC1 | 6 | 15 | -2 | 1 | 31 | -3 | 6
CN1/C(=C\C(=O)COC(=O)c2ccco2)C(C)(C)c2ccccc21 | -9 | -5 | 0 | 3 | -2 | -2 | -5
COCCCN(Cc1ccco1)C(=O)Cn1ncc2c(=O)oc3ccc(C)cc3c21 | x | -23 | -1 | 3 | 2 | x | x
COc1ccccc1NC(=O)Cn1ccn(-c2cccc3ccccc23)c(=O)c1=O | -1 | x | 0 | 1 | 0 | -1 | -1
N#CCOc1coc(CN2CCN(c3ccccc3)CC2)cc1=O | -1 | 6 | -1 | -3 | -2 | -3 | 2
COc1cccc2sc3cc(C#CC4(O)CCCCC4)ccc3c(=O)c12 | 3 | 18 | x | 0 | -3 | 15 | 3
CCOc1ccc(C2CC(=O)NC(SCC(=O)OC)=C2C#N)cc1 (stereo not drawn) | 4 | -6 | 1 | -5 | -1 | 1 | 19
Cc1cccn2c(=O)c(C=O)c(N3CCCCC3)nc12 | 0 | 3 | 0 | 0 | 0 | 0 | 2
c1ccc(-n2nnnc2N2CCOCC2)cc1 | -2 | 3 | x | x | 0 | -3 | 11
COc1ccc(CCN2CC(C(=O)NCCc3cccnc3)CCC2=O)cc1 (stereo not drawn) | -5 | -2 | -1 | -13 | -1 | -5 | -1
CCn1c(N)c(C(=O)NCCOC)sc1=S | -7 | -6 | x | x | 1 | -2 | 3
O=C(CC1C(=O)NCCN1Cc1ccccc1C(F)(F)F)NC1CCCCC1 (stereo not drawn) | -3 | 5 | -5 | 0 | 11 | -7 | 4
COc1ccccc1N1Cc2ccc(OC)c(OC)c2C1=O | 1 | -1 | -3 | 1 | -4 | 4 | 10
Cc1ccc(OCC(=O)Nc2ccncc2)cc1C | -3 | x | -4 | 4 | 0 | -4 | -9
CN(Cc1nc(-c2ccncc2)no1)S(=O)(=O)c1ccc(Br)cc1 | -10 | -7 | x | x | -2 | -20 | 31
Cc1ccc(C)n1/N=C1/NC(=O)CS1 | -1 | -2 | x | x | -1 | x | x
CCCCOc1ccc(-c2nnc(-c3ccncc3)o2)cc1 | -1 | -9 | x | x | 0 | 33 | 9
O=C(O)c1cc(S(=O)(=O)NCCN2CCNC2=O)ccc1O | -2 | -2 | 0 | 2 | -2 | -9 | -1
Cc1ccc(NC(=O)CSc2nc(N)cc(=O)[nH]2)cc1S(=O)(=O)N1CCOCC1 | 5 | 2 | 2 | 2 | 1 | 5 | 4
Cc1nnsc1NC(=O)OCC(C)(C)C | 3 | -10 | x | x | -1 | -4 | -8
O=C(O)CSc1nnc(-c2ccncc2)n1CCc1ccccc1 | 0 | 15 | 0 | 0 | -1 | 3 | -16

# More records.
molecule | miR122 inh | ARNT TACC3 PPI | SIRT5 block | ERp5 inh | Cneo AK release | esBAF inh | Statin myotox sup
CC1(C(=O)NS(=O)(=O)c2cccc(Cl)c2)CCN1C(=O)COc1ccc(Cl)cc1 (stereo not drawn) | x | x | -4 | 6 | -3 | 8 | 1
Cn1c(=O)[nH]c(=O)c2c1nc(N1CCCCC1)n2CC(O)COc1ccccc1 (stereo not drawn) | x | -3 | 0 | 4 | 0 | -6 | -3
O=C(Nc1ccccc1)C1=C[C@@H](c2ccc(C(F)(F)F)cc2)C[C@@H](OCc2ccc(CO)cc2)O1 | -4 | -1&14 | -1&13 | 2&2 | 3&-1 | 1 | -2
COc1ccc(C(=O)Nc2ccc(S(=O)(=O)NC(C)(C)C)cc2)cc1[N+](=O)[O-] | x | 18 | 10 | 8 | x | x | x
O=C(Nc1ccccc1)C1=C[C@H](c2csc3ccccc23)C[C@H](OCc2ccc(CO)cc2)O1 | 7 | -3 | -2 | 3&-2 | -2&56 | -11 | -2
CCN(CC)c1ccc(/C=C2/C(=O)c3ccc(C(=O)O)cc3C2=O)cc1 | x | -11 | 15 | 0 | x | x | x
CCCCn1nc(NC(=O)c2cccs2)c2cc3ccccc3nc21 | 2 | -115 | x | x | 5 | 16 | -2
C[C@@H]1CN([C@@H](C)CO)C(=O)CCCn2cc(nn2)CO[C@@H]1CN(C)C(=O)Nc1cccc(F)c1 | -4[16.7 µM] | x | x | x | x | 5 | 5
COc1cccc(C(=O)NN2C(=S)N(c3ccccc3)C(=O)C2CC(N)=O)c1 (stereo not drawn) | x | -15 | -1 | -3 | x | x | x

# Structural class: the entries above containing an NH in an aromatic ring.
molecule | miR122 inh | ARNT TACC3 PPI | SIRT5 block | ERp5 inh | Cneo AK release | esBAF inh | Statin myotox sup
CCN(C(=O)CSc1nnc(-c2cccc(Cl)c2)n1N)c1c(N)n(Cc2ccccc2)c(=O)[nH]c1=O | x | 10 | -1 | 5 | 0 | -1 | 16
CCc1nnc(NC(=O)CSc2nnc(Cc3cc(=O)[nH]c(=O)[nH]3)n2-c2ccc(OC)cc2)s1 | 2 | -13 | -5 | 2 | 5 | -6 | 1
S=c1nc(NCc2cccc(Cl)c2)c2ccccc2[nH]1 | 59 | 4 | -1 | 3 | 1 | 2 | -11
CCCNC(=O)c1cc(S(=O)(=O)N2CCCCC2)c[nH]1 | 9 | 4 | x | x | -1 | 10 | x
Nc1nc(SCc2nc(-c3ccccc3)no2)[nH]c(=O)c1-c1ccccc1 | 2 | x | -1 | -2 | -1 | -5 | -2
S=c1nc(Cc2ccccc2)[nH]c2ccccc12 | x | x | -1 | 4 | 1 | 15 | 14
Cc1ccc(NC(=O)CSc2nc(N)cc(=O)[nH]2)cc1S(=O)(=O)N1CCOCC1 | 5 | 2 | 2 | 2 | 1 | 5 | 4
Cn1c(=O)[nH]c(=O)c2c1nc(N1CCCCC1)n2CC(O)COc1ccccc1 (stereo not drawn) | x | -3 | 0 | 4 | 0 | -6 | -3
